PGC1a acetyl inh = modulators of PGC1a acetylation; U2OS PGC1a acetylation, AlphaScreen anti-acetyl-lysine; with virally co-expressed GCN5 acetyltransferase; inhibition, % at 15.6 µM; actives 0.17% (n = 350,000);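 active = every replicate shows inhibition of at least 40%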;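 also: 0% = neutral control wells and 100% = positive control wells; some results beyond the cut were filed as inactive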
PglD inh = PglD (C. jejuni) enzyme inhibition. inhibition, % at 12.5 µM. actives 0.098% (n = 360,000). purified PglD enzyme, DTNB colorimetric CoA detection; in the data active = inhibition above about 16%, passing the limit was not always enough; also: strong numbers were not always called active
RAD54 branch = inhibitors of human RAD54 branch migration. RAD54 Holliday junction branch migration, FAM/BHQ fluorescence. AID 602329. inhibition, % at 10.4 µM. actives 0.14% (n = 360,000);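 active = mean normalized replicate activity at least 40 and at least half of replicates scoring 40 or more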;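 also: 0% = median of neutral control wells and 100% = median of positive control wells; inhibitors cause a drop in the FAM fluorescence signal; in these data hits start at about 50%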
Target sequence (Q92698 whole entry, looked up): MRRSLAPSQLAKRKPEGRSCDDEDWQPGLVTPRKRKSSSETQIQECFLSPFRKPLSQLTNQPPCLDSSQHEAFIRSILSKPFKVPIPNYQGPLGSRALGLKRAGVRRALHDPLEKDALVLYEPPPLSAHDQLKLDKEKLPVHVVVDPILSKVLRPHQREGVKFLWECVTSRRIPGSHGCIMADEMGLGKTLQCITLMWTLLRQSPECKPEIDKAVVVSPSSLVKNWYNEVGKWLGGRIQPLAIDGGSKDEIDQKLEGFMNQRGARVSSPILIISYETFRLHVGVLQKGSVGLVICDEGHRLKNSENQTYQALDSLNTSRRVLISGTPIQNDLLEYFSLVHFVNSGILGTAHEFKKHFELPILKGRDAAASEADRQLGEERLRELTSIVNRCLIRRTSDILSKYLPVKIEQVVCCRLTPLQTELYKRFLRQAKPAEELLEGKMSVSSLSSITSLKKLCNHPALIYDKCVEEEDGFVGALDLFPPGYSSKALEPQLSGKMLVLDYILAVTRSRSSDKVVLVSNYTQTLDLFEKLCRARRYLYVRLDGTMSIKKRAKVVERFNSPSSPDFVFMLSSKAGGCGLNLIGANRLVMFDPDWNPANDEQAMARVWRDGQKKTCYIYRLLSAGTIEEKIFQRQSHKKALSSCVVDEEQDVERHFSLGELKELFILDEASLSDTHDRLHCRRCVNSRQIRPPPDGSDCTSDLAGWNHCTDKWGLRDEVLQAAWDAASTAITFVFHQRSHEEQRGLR
Cneo AK release = causes C. neoformans cell lysis; adenylate kinase release luminescence, 4 h; normalised: neutral wells 0, clomiphene wells 100; lysis activity, % at 15 µM; actives 0.2% (n = 360,000); AID 651654;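 active = mean lysis activity across replicates of at least 80%, whatever share of replicates individually reach that level; inactive = mean lysis activity below 80%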
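Material: C. neoformans cells | Amount: Yeast cell density of 5 × 10^6 cells/mL | Medium: Fresh YPD growth medium | Dosing: Single dose | Times: Static 4 h at 37 °C with compound, 1 h detection | Detection: AK luminescence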
E-selectin induc = E-selectin induction on HUVECs; P16581; HUVEC E-selectin immunofluorescence imaging; normalized: neutral wells 0, TNF-alpha wells 100; activation, % at 7.58 µM; actives 0.37% (n = 260,000); AID 686992;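 active = mean E-selectin-positive cell signal at least 10% of the positive control, reached in at least 60% of replicates, without over 20% cell loss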;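 also: in these data hits start at about 27%; measured in HUVEC primary endothelial cells; signal is the percent of cells scored E-selectin positive by PE staining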
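Assay system: HUVEC primary endothelial cells. Input: 3,000 HUVEC seeded per well. Doses: one compound dose added by pin transfer. Read-out basis: % PE-positive cells. Benchmarks: TNF-alpha high, DMSO low. Detection: immunofluorescence imaging. Buffer or medium: EGM-2, gelatin.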
ERAP1 HTS inh = ERAP1 (human) enzyme inhibition | Q9NZ08 | inhibition, % at 10.7 µM | AID 652197 | actives 0.15% (n = 340,000) | recombinant ERAP1, Leu-AMC fluorescence, 60 min;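 active = mean replicate inhibition of at least 30%, or all replicates individually reaching that 30% level; inactive = mean below 30% and not every replicate reaching it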;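 also: 0% = neutral control wells and 100% = L-leucinethiol positive control wells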
RAD52 anneal inh = blocks human RAD52 DNA annealing | P43351 | recombinant RAD52 DNA annealing, FRET fluorescence | inhibition, % at 18.7 µM | actives 0.46% (n = 360,000) | AID 651710;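 active = every replicate showing at least 50% inhibition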
miR-122 sensor = miR-122 inhibition in Huh7 cells. Huh7 miR-122 Renilla luciferase sensor, 48 h; neutral wells = 0, positive control = 100. activation (reporter increase), % at 12.5 µM. actives 0.3% (n = 340,000). AID 602342;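 active = mean replicate activation score at least 90 and every replicate individually at or above 90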;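 also: higher luciferase means less miR-122 activity so hits act as miR-122 inhibitors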
* marks the source's active call; other numbers are inactive results; x = no result given; & = joins results of further samples; [ ] = remark or other dose.

The first two compounds, ahead of the listing:
#1 CC(=O)C1=C(C)N(Cc2ccco2)C(=O)C1(NC(=O)C1CCCCC1)C(F)(F)F (stereo not given)
#2 CC1CN(C(NC(=O)C(C)(C)C)C(Cl)(Cl)Cl)CC(C)O1 (stereo not given)
compound no.	1	2
PGC1a acetyl inh	-5	14
PglD inh	5	x
RAD54 branch	-7	-4
Cneo AK release	-2	2
E-selectin induc	x	x
ERAP1 HTS inh	x	x
RAD52 anneal inh	x	x
miR-122 sensor	-1	-4

All compounds of this part, repeating the preview:
#1 CC(=O)C1=C(C)N(Cc2ccco2)C(=O)C1(NC(=O)C1CCCCC1)C(F)(F)F (stereo not given)
#2 CC1CN(C(NC(=O)C(C)(C)C)C(Cl)(Cl)Cl)CC(C)O1 (stereo not given)
#3 Cc1ccc(N2C(=O)c3ccc(C(=O)N4CCOCC4)cc3C2=O)cc1C
#4 CCOc1ncccc1C(=O)NCCc1ccc(S(N)(=O)=O)cc1
#5 C[C@@H]1CN([C@H](C)CO)S(=O)(=O)c2ccc(C3=CCCC3)cc2O[C@H]1CN(C)C(=O)c1ccc(F)cc1
#6 CC(C)CCC(=O)N1CCOC1=O
#7 COc1ccc(S(=O)(=O)N2CCCC(C(=O)NCc3ccccn3)C2)cc1 (stereo not given)
#8 Cc1noc(C)c1S(=O)(=O)N(C)C[C@@H]1Oc2c(NC(=O)C3CCCCC3)cccc2C(=O)N([C@@H](C)CO)C[C@@H]1C
compound no.	1	2	3	4	5	6	7	8
PGC1a acetyl inh	-5	14	1	16	-4	x	-34	4
PglD inh	5	x	8	-4	7	-7	-2	-2
RAD54 branch	-7	-4	-2	-5	-1	-2	0	9
Cneo AK release	-2	2	2	-1	7	2	0	-11
E-selectin induc	x	x	x	0.1	0.1	-0.1	x	-0.2
ERAP1 HTS inh	x	x	x	3	2	-2	x	0
RAD52 anneal inh	x	x	x	-9	5	-15	x	11
miR-122 sensor	-1	-4	3	-2	18[16.7 µM]	x	-9	65[16.7 µM]

Looked up above.
compound 2 @ miR-122 sensor = -4
compound 5 @ RAD54 branch = -1

Further results
#9 c1ccc(-c2noc(-c3cccs3)n2)nc1
#10 COc1ccc(OCC(O)Cn2c(=N)n(Cc3ccccc3)c3ccccc32)cc1 (stereo not given)
#11 O=C(CSc1nc2ccccc2s1)NCCOc1ccc(Cl)cc1
#12 COc1ccc(-c2cn(CC[C@@H]3CC[C@@H](NC(=O)CCN4CCCCC4)[C@@H](CO)O3)nn2)cc1
#13 Cn1nc(C(F)(F)F)cc1C(=O)NC1CCCCCC1
#14 CCOc1ccc(-c2c(C(=O)N/N=C/c3ccc(C)s3)nnn2-c2nonc2N)cc1
#15 CC(=O)c1cc2c(cc1NC(=O)c1ccc(Cl)cc1)OCCO2
#16 NS(=O)(=O)c1ccc(NC(=O)COC(=O)c2cnc(Cl)c(Cl)c2)cc1
compound no.	9	10	11	12	13	14	15	16
PGC1a acetyl inh	12	0	x	1	-6	8	x	-1
PglD inh	-3	1	0	-3	3	-2	1	4
RAD54 branch	0	23	-33	-1	-1	-1	-2	-5
Cneo AK release	-6	0	1	-19	1	1	1	-1
E-selectin induc	x	x	x	-0.2	x	x	x	-0.2
ERAP1 HTS inh	x	x	x	0	1	x	9	x
RAD52 anneal inh	x	x	x	4	-11	x	-11	-9
miR-122 sensor	-1	-26	10	x	x	-6	x	5

#17 Cc1ccc(NC(=O)c2ccc(S(=O)(=O)N3CCOCC3)cc2)c(C)c1
#18 Cc1ccc(S(=O)(=O)Nc2ccc3c(c2)C(=O)N([C@@H](C)CO)C[C@@H](C)[C@H](CN(C)Cc2ccccc2)O3)cc1
#19 COC(=O)c1ccc(NC(=O)C(=O)NCC2CCCO2)cc1 (stereo not given)
#20 O=C(Nc1ccc2c(c1)OCCO2)c1ccc(Cl)cc1Cl
#21 CS(=O)(=O)N(CC(=O)NCc1ccccn1)Cc1ccc(Cl)cc1
#22 CC(=O)NC[C@H]1[C@@H](c2ccc(C3=CCCC3)cc2)[C@@H](CO)N1C(=O)NC(C)C
#23 Cc1ccc(S(=O)(=O)N(C)C[C@H]2OCCCC[C@H](C)Oc3ccc(NS(=O)(=O)c4ccc(Cl)cc4)cc3C(=O)N([C@@H](C)CO)C[C@@H]2C)cc1
#24 CC1=CN(S(=O)(=O)c2ccc(C)cc2)C[C@@H]2[C@H]3CC[C@H](C3)[C@H]12
compound no.	17	18	19	20	21	22	23	24
PGC1a acetyl inh	5	-2	1	2	-5	1	-3	x
PglD inh	2	8	x	9	3	-1	3	2
RAD54 branch	-2	0	x	3	-1	-2	-8	11
Cneo AK release	-2	-3	x	-12	0	120*	4	0
E-selectin induc	0.5	-0.1	x	2.3	x	-0.2	0.1	0.0
ERAP1 HTS inh	-7	0	2	-4	x	x	-2	x
RAD52 anneal inh	-12	-2	-3	3	x	x	9	-15
miR-122 sensor	-2	4[16.7 µM]	-11	-9	1	21[16.7 µM]	0[16.7 µM]	x

In another format: two of the compounds above.
No. | Molecule | PGC1a acetyl inh | PglD inh | RAD54 branch | Cneo AK release | E-selectin induc | ERAP1 HTS inh | RAD52 anneal inh | miR-122 sensor
17 | Cc1ccc(NC(=O)c2ccc(S(=O)(=O)N3CCOCC3)cc2)c(C)c1 | 5 | 2 | -2 | -2 | 0.5 | -7 | -12 | -2
18 | Cc1ccc(S(=O)(=O)Nc2ccc3c(c2)C(=O)N([C@@H](C)CO)C[C@@H](C)[C@H](CN(C)Cc2ccccc2)O3)cc1 | -2 | 8 | 0 | -3 | -0.1 | 0 | -2 | 4[16.7 µM]

Other results
#25 COc1cc(C)c(CN2CCN(C(C)C(=O)NC(C)c3ccccc3)CC2)cc1OC (stereo not given)
#26 Nc1ncnc2c1ccn2[C@H]1CN(Cc2ccc(Cl)cc2)C[C@@H](CO)O1
#27 CN1CCc2nc3sc(C(=O)C45CC6CC(CC(C6)C4)C5)c(N)c3cc2C1
#28 COc1ccc2cc(-c3ccccc3)ncc2c1
#29 CC1Cc2cc(S(=O)(=O)N3CCC(C(=O)N4CCN(c5ccccc5F)CC4)CC3)ccc2N1C(=O)C1CC1 (stereo not given)
#30 COc1ccccc1-c1ccc2c(c1)O[C@H](CN(C)C(=O)Nc1ccccc1)[C@H](C)CN([C@H](C)CO)S2(=O)=O
#31 COCc1ccc(C(=O)N(C)CC2CCCN(CCc3ccc(OC)cc3)C2)o1 (stereo not given)
#32 Cc1cccc(NC(=O)c2cc(N3CCOCC3)nc3ccccc23)c1
compound no.	25	26	27	28	29	30	31	32
PGC1a acetyl inh	-6	1	-1	4	x	1	14	-9
PglD inh	4	-1	1	0	-5	0	2	-2
RAD54 branch	4	-3	-4	2	4	-4	-9	-8
Cneo AK release	-1	-1	5	-6	2	1	-1	2
E-selectin induc	0.4	14	x	0.2	x	0.3	x	x
ERAP1 HTS inh	-6	-1	x	1	1	-1	-4	x
RAD52 anneal inh	-7	2	x	-22	-6	-14	3	x
miR-122 sensor	0	-6	6	-4	x	67[16.7 µM]	x	9

Fetched one by one from above, two records:
#27 CN1CCc2nc3sc(C(=O)C45CC6CC(CC(C6)C4)C5)c(N)c3cc2C1
#9 c1ccc(-c2noc(-c3cccs3)n2)nc1
compound no.	27	9
PGC1a acetyl inh	-1	12
PglD inh	1	-3
RAD54 branch	-4	0
Cneo AK release	5	-6
E-selectin induc	x	x
ERAP1 HTS inh	x	x
RAD52 anneal inh	x	x
miR-122 sensor	6	-1

Later entries.
Order of values – PGC1a acetyl inh	PglD inh	RAD54 branch	Cneo AK release	E-selectin induc	ERAP1 HTS inh	RAD52 anneal inh	miR-122 sensor
33	CO[C@H]1CN(C)C(=O)c2ccc(NC(=O)C3CCCC3)cc2OC[C@H](C)N(C(C)=O)C[C@H]1C
    0	0	-1	-6	-0.2	1	24	x
34	CCNC(=O)C[C@H]1CC[C@H](NC(=O)C2CC2)[C@@H](CO)O1
    3	2	-6	-4	-0.7	-2	-7	4[16.7 µM]
35	Cc1cccc(NC(=O)CN(CC2CCCO2)C(=O)c2cc(S(=O)(=O)N(C)C)ccc2F)c1C (stereo not given)
    -8	-5	-2	0	0.0	-1	-11	-3
36	Cc1ccn(CCC(=O)Nc2ccc3c(c2)OCO3)n1
    19	-2	-2	2	x	1	-19	-2
37	C[C@@H]1CCCCO[C@H](CN(C)CC2CC2)[C@H](C)CN([C@@H](C)CO)C(=O)c2cc(NC(=O)c3ccncc3)ccc2O1
    5	-3	0	3	-0.1	-6	25	-4[16.7 µM]
38	O=C(Nc1ccccc1)N1CCN(c2ccc(F)cc2)CC1
    -8	-5	-9	1	x	x	x	8
39	Cc1ccccc1-c1ccc(C2[C@H]3CNC[C@@H]2N3S(=O)(=O)c2ccccc2C)cc1 (stereo not given in full)
    3&-13	x	x	x	0.0&-0.1	0&1	35&-82	x
40	Cc1noc(C)c1NC(=O)N(C)C[C@@H]1Oc2ccc(NS(=O)(=O)c3cn(C)cn3)cc2CC(=O)N([C@@H](C)CO)C[C@@H]1C
    4	-1	4	0	x	4	10	6[16.7 µM]
41	CCOC(=O)N1CCC(NC(=O)C2CCCCN2S(=O)(=O)c2ccc(F)cc2)CC1 (stereo not given)
    -3	1	-8	0	0.3	0	-5	4
42	Cc1cc(C(=O)Nc2cccc3c2O[C@@H](CN(C)Cc2ccc(-c4ccccc4)cc2)[C@H](C)CN([C@@H](C)CO)C3=O)n(C)n1
    3	-4	-16	-1	0.7	1	17	0[16.7 µM]
43	CC(C)CN(C(=O)CCC(=O)OC(C)C(=O)Nc1cccc(C#N)c1)c1c(N)n(CC(C)C)c(=O)[nH]c1=O (stereo not given)
    10	-2	1	-5	-0.6	-2	-9	-7
44	Cc1cc(C)cc(C(=O)Oc2cc(C)[nH]c(=O)c2[N+](=O)[O-])c1
    x	6	-4	2	x	4	-9	-4
45	C[C@H](CO)N1C[C@H](C)[C@@H](CN(C)Cc2ccccc2)Oc2ncc(-c3ccccc3F)cc2C1=O
    -6	1	-5	8	0.1	0	-6	2[16.7 µM]
46	CCOC(=O)Cc1c(C)nc2cc(-c3ccc(C(C)(C)C)cc3)[nH]n2c1=O
    13	5	-3	0	x	x	x	x
47	Brc1ccc(OCCOCCN2CCOCC2)cc1
    x	3	-4	6	x	0	-6	0
48	Nn1c(Cc2cccc3ccccc23)nnc1SCC(=O)NC1CCS(=O)(=O)C1 (stereo not given)
    4	1	-14	0	x	x	x	7
49	N/C(=N\O)c1ccc(Oc2ccccc2Cl)c([N+](=O)[O-])c1
    12	x	x	x	1.4	3	-4	x
50	COCCN(CCOC)C(=O)C1CCCN(S(=O)(=O)c2ccc(NC(=O)OC)cc2)C1 (stereo not given)
    6	x	x	x	-0.7	x	-9	-7
51	CCCOc1ccc(C(=O)CCC(=O)Nc2ccc(N3CCN(C)CC3)cc2)cc1
    2	-4	-6	0	-1.2	1	-13	-1
52	Cc1ccc(S(=O)(=O)CCC(=O)Nc2nnc(-c3ccco3)o2)cc1
    2	-5	-2	7	0.6	-1	-12	3

High-throughput results as filed in PubChem BioAssay.
